# HePTP inhibitor = blocks human HePTP tyrosine phosphatase | recombinant HePTP phosphatase activity, OD absorbance | P35236 | inhibition, % at 20 µM | hit rate 0.64% among 110,000; in the data active = inhibition above about 50%;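 also: plate controls were vehicle for no effect and reference inhibitor for full effect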
# Target sequence (P35236 whole entry, looked up): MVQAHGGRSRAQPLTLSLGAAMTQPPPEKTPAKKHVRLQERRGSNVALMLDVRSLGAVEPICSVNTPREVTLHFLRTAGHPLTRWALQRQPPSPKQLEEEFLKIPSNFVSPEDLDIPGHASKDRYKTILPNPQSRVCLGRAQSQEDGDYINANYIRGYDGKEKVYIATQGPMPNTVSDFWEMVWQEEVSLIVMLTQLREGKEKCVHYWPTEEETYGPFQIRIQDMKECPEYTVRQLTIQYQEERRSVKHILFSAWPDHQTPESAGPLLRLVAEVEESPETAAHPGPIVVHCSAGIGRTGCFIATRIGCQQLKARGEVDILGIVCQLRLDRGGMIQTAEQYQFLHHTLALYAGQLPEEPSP
# BAP1 block = inhibitors of human BAP1 deubiquitinase; hit rate 0.48% among 72,000; activity remaining (% of control), % at 20 µM; recombinant BAP1, Ub-AMC hydrolysis fluorescence kinetic; hits give low values; AID 436; Q92560;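 active = activity remaining at or below 50% of control, provided the compound also passes the data quality filters; inactive = the rest, including low values that fail the filters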;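 also: 100% = DMSO wells rate and 0% = substrate alone blank rate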
# Numbers without * were called inactive; . = not tested or not shown; & = joins results of further samples. This is a random part of the collection; any-hit rate near 0.83%.
Compound	HePTP inhibitor	BAP1 block
COc1ccc(OCc2nc(N)nc(Nc3cccc(C)c3C)n2)cc1	3	158
COC(=O)CSc1nnc(-c2ccccc2O)n1-c1ccc(C)cc1	3	93
CCOc1cc(C2C3=C(CC(C)(C)CC3=O)OC3=C2C(=O)CC(C)(C)C3)cc(Br)c1O	5	.
COc1ccc(S(=O)(=O)N(CCc2ccccc2)CC(=O)O)cc1OC	4	89
Cc1ccc(S(=O)(=O)Nc2nc3ccccc3nc2NCc2ccco2)cc1	4	122
CN(C)C=Nc1nonc1-c1ncn[nH]1	3	100
CCN1C(=O)/C(=C\c2ccc(N(C)C)c(Br)c2)SC1=S	2	.
CC(C)CCn1c(CO)nc2ccccc21	.	99
CN1CCN(C(=O)c2cnn3c(C(F)(F)F)cc(-c4cccs4)nc23)CC1	-7	.
CC1(C)CC(=O)C2=C(C1)Nc1ccccc1N(C(=O)Cc1ccc(Cl)cc1)C2c1ccccc1F (configuration not stated)	.	86
Clc1ccc(-c2nnc(-c3ccccc3Cl)o2)cc1	5	102
CCOCCCNC(=O)C(c1ccc(C)cc1)N(Cc1ccc2c(c1)OCO2)C(=O)CNC(C)=O (configuration not stated)	5	.
Cc1cccc(C(=O)Nc2ncc(CN3CCOCC3)s2)c1	4	104
COc1ccc(C(=O)COc2ccc(NC(C)=O)cc2)cc1	2	50
CC(C)CC(C(=O)O)N1C(=O)C2C3C=CC(C2C1=O)C1C(=O)N(C(CC(C)C)C(=O)O)C(=O)C31 (configuration not stated)	7	.
O=C(OCCCC(=O)N1CCOCC1)c1ccccc1	7	99
Cc1ccc(S(=O)(=O)CCc2nnc(NC(=O)c3ccccn3)s2)cc1	-5	89
CCCOc1ccc(Cn2ccnc2)cc1[N+](=O)[O-]	-14	.
CC1=C(/C=C/C(C)=C/C=C/C(C)=C/C(=O)O)C(C)(C)CCC1	-7	50
COc1ccccc1CNC(=O)c1ccc(F)cc1	8	.

# Among those listed so far, 3 have a COOH group:
Compound	HePTP inhibitor	BAP1 block
COc1ccc(S(=O)(=O)N(CCc2ccccc2)CC(=O)O)cc1OC	4	89
CC(C)CC(C(=O)O)N1C(=O)C2C3C=CC(C2C1=O)C1C(=O)N(C(CC(C)C)C(=O)O)C(=O)C31 (configuration not stated)	7	.
CC1=C(/C=C/C(C)=C/C=C/C(C)=C/C(=O)O)C(C)(C)CCC1	-7	50

# Whole records from above. Order of screens: HePTP inhibitor | BAP1 block
# Listed for COc1ccccc1CNC(=O)c1ccc(F)cc1 : 8 | .
# Listed for CCN1C(=O)/C(=C\c2ccc(N(C)C)c(Br)c2)SC1=S : 2 | .

# Additional entries follow:
Compound	HePTP inhibitor	BAP1 block
CCOc1ccc(S(=O)(=O)N(CC(=O)O)c2ccccc2)cc1	-9	90
CC(=O)NC1CC2CCCC(C1)N2CC(=O)Nc1ccccc1 (configuration not stated)	10	119
CCCC(=O)c1cc(F)c(N2CCN(C(=O)OCC)CC2)cc1C	8	93
O=C(NCCCNC(=O)NC1CCCCC1)NC1CCCCC1	10	77
COc1cccc(OCC(=O)Nc2ccccc2C(N)=O)c1	3	104
COc1ccc(NC(=O)c2c(F)c(F)c(F)c(F)c2F)cc1Cl	3	86
O=C(NCc1cccnc1)c1cn(-c2ccccc2)nc1-c1cccs1	3	78
O=C(NCCN1CCN(Cc2ccccc2)CC1)C1CC(=O)N(C2CCCC2)C1 (configuration not stated)	4	111
COc1ccc(/C=N/N(C)c2cc(C)nc(-c3ccccc3O)n2)cc1OC	12	.
CC(C)c1ccc(NC(=O)CN(c2ccc(Br)cc2)S(C)(=O)=O)cc1	7	.
COc1ccccc1NC(=O)CCSc1nnnn1C	-9	117
Cc1cc(NC(=O)CC23CC4CC(C2)CC(CC(=O)Nc2cc(C)on2)(C4)C3)no1	6	.
O=C(CCn1c(=O)oc2ccccc21)N1CCN(c2ccccc2Cl)CC1	-7	94
Cc1ccc(NCCNc2ccc(C)cc2)cc1	-14	93
Cc1[nH]n(-c2ccccc2)c(=O)c1/C=C1/C=Nc2ccccc21	-6	.
O=C(CNC(=O)C(c1ccccc1)c1ccccc1)N/N=C/c1cn[nH]c1-c1ccccc1	-6	.
Cc1cccc(NC(=O)CSc2nnc(-c3ccncc3)n2C)c1	10	108
N#Cc1c(NC(=O)c2ccc(Br)o2)n(-c2ccccc2)c2nc3ccccc3nc12	14	102
CCCOc1ccc(N2C(=O)CC(N(Cc3ccco3)C(=S)Nc3ccccc3)C2=O)cc1 (configuration not stated)	4	.
CC(NC(=O)CSc1nc2ccc(N3C(=O)c4ccccc4C3=O)cc2s1)c1ccccc1 (configuration not stated)	-12	.
CC1=CS/C(=C(/C#N)C(=O)NCc2ccco2)N1c1ccccc1	-5	89
COc1cc(-c2nc(-c3ccc(NC(=O)c4ccc5c(c4)OCO5)cc3)no2)cc(OC)c1OC	14	.
CCOC(=O)c1ccc(NC(=O)CCc2c[nH]c3ccccc23)cc1	.	123
CCCOc1cccc(C(=O)Nc2sc(C)cc2C(=O)OC)c1	-12	.
CC(C)NS(=O)(=O)c1ccc(OCC(=O)Nc2ccc3c(c2)OCO3)c(Cl)c1	6	119
Cc1cc(C)n2c(SCC(=O)Nc3cc(C)on3)nnc2n1	10	100
COCCNC(=O)c1ccc(OC)c(OC)c1	-9	.
COc1ccc(-n2c(O)c(C=Nc3cccc(F)c3)c(=O)[nH]c2=O)cc1	-7	.
Nc1nc(COc2ccc3ccccc3c2)cs1	3	98
O=C(NC(Cc1ccccc1)C(=O)N1CCN(c2ccccn2)CC1)c1ccco1 (configuration not stated)	5	94
O=C(CN1C(=O)c2ccccc2C1=O)Nc1ccccc1C(=O)N1CCOCC1	4	.
Cc1cc(=O)[nH]c(N/N=C/c2ccc(Br)cc2)n1	-8	.
O=C(c1cccnc1)N1N=C(c2ccncc2)CC1(O)C(F)(F)F (configuration not stated)	-17	.
CCOc1cc(/C=N/NC(=O)Cc2cccc3ccccc23)cc([N+](=O)[O-])c1O	13	.
COc1ccc(S(=O)(=O)N2CCC(C(=O)Nc3nnc(CCN4CCCCC4)s3)CC2)cc1	-3	68
Cc1ccc(N2CC(C(=O)NCc3ccccc3)CC2=O)cc1 (configuration not stated)	9	.
CC(=O)OCc1c(OC(C)=O)ccc2c([N+](=O)[O-])c(C)n(-c3ccc(C)cc3)c12	-5	.
CCN(CC)S(=O)(=O)C1CCS(=O)(=O)C1 (configuration not stated)	2	84
Cn1c(C(C#N)/C(=N\S(=O)(=O)c2cccs2)c2ccccc2)nc2ccccc21 (configuration not stated)	8	.
CCC(c1nnnn1C1CCCCC1)N1CCN(C2CCCC2)CC1 (configuration not stated)	2	92
COCCNS(=O)(=O)c1cccc2cccnc12	-7	99
CCN1C(=O)/C(=C/c2cccc(OC(=O)c3ccccc3I)c2)SC1=S	8	.
Cn1c(=O)n(-c2ccccc2)c(=O)c2c3c(sc21)COC(C)(C)C3	4	98
O=C(NCc1ccc2c(c1)OCO2)c1cc2c(s1)CSC2	4	94
Cc1cc2c(cc1C)CN(c1cccc(C(=O)NN)c1)C2	12	.
CC(O)CNc1nc2c(c(=O)n(C)c(=O)n2C)n1C/C=C/c1ccccc1 (configuration not stated)	7	137
CCOC(=O)NCc1ccc(S(=O)(=O)Nc2ccccc2C)cc1	10	92
Cc1cc(C(=O)OCC(=O)NC2CCS(=O)(=O)C2)c(C)n1-c1ccccc1 (configuration not stated)	7	142
Oc1ccc(Cl)cc1-c1cc(-c2ccc(Br)cc2)n[nH]1	4	.
CCC(C)OC(=O)c1[nH]c2c(c1C)C(=O)CC(c1ccc(N(C)C)cc1)C2 (configuration not stated)	7	67
COC(=O)C1=C(CSc2nncn2C)NC(=O)NC1c1cc(C)ccc1C (configuration not stated)	12	.
NC(=O)c1ccc(-n2nnnc2SCc2ccccc2)cc1	4	103
COc1cccc(N2CCN(C(=O)c3ccc(N4C(=O)NC5CC4(C)Oc4ccccc45)cc3)CC2)c1 (configuration not stated)	3	104
Cc1cc2oc(C(=O)N(Cc3ccco3)C3CCS(=O)(=O)C3)cc(=O)c2cc1Cl (configuration not stated)	6	96
O=S(=O)(NCCc1cn2ccccc2n1)c1cccs1	-4	95
Cc1csc(/C(C#N)=C/c2sccc2C)n1	-5	.
COc1ccc(OC)c(NC(=O)CN2CCN(C(=O)c3ccco3)CC2)c1	0	113
CCOc1ccc(/C(O)=C2/C(=O)C(=O)N(CCCn3ccnc3)C2c2cccs2)cc1Cl (configuration not stated)	6	.
O=C(c1cccc(F)c1)c1ccc2c(c1)CCCO2	9	.
C=CCn1c(SCn2nnc3ccccc3c2=O)nnc1-c1ccc(Cl)cc1	6	120

# Next section.
Compound	HePTP inhibitor	BAP1 block
COc1ccc(OC)c(NC(=O)c2c(NC(=O)CNCc3ccco3)sc3c2CCC3)c1	5	109
COc1ccc(C2CC(=O)C3=C(C2)Nc2ccccc2NC3c2coc3ccccc3c2=O)cc1OC (configuration not stated)	-2	.
CCOC(=O)c1ccccc1NC(=O)CN(c1ccc(OC)c(Cl)c1)S(C)(=O)=O	9	.
O=C(/C=C/c1ccccc1Cl)Nc1cc(Cl)c(Cl)cc1Cl	0	.
COc1cc(OC)c(NC(=O)CS(=O)(=O)Cc2nc(-c3ccc(C)cc3)oc2C)cc1Cl	1	76
COc1ccc(C(=O)N2CCN(CCCc3ccccc3)CC2)cc1	-4	.
O=C1N=c2ccccc2=C1c1sc(=S)n(CC2CCCO2)c1O (configuration not stated)	0&-7	91
O=C(C1=C(O)C(=O)N(c2nncs2)C1c1ccc(F)cc1)c1cccs1 (configuration not stated)	9	.
CN(C)c1nc(SCCOC(=O)Nc2ccccc2)nc(N(C)C)n1	-8	90
Cc1ccc(/C=C/C(=O)Nc2ccc3c(c2)OCO3)cc1	-6	.
COc1ccc(Br)cc1C(=O)Nc1ccc(Cc2ccncc2)cc1	3	.
O=C1NN(c2ccccc2)C(=O)/C1=C/c1ccccc1OCc1ccc(F)cc1	8	.
O=C(NCc1cccs1)c1csc2c1CCCCC2	6	89
CC(=O)Nc1ccc(NS(=O)(=O)c2cccc3c2C(=O)c2ccccc2C3=O)cc1	102*	.
COc1ccccc1-n1c(CN2C(=O)c3ccccc3C2=O)nc2ccccc2c1=O	5	.
Cc1ccnc(NS(=O)(=O)c2ccc(NC(=O)Cc3cccs3)cc2)n1	33	90
CN(C(=O)c1ccccn1)c1nnc(-c2ccncc2)s1	11	252
Cc1nc(NCC2CCCO2)c2nnn(Cc3ccccc3)c2n1 (configuration not stated)	13	104
C(#Cc1ccccc1)CN1CCN(c2ccccn2)CC1	2	.
COc1ccccc1OCC(=O)Nc1nc(-c2cccs2)c(NC(=O)c2ccccc2)s1	4	.
CCCC(=O)Nc1ccccc1N1CCN(C(=O)c2ccccc2)CC1	2	.
COc1ccc2[nH]c(=O)c(CN(C(=O)COc3ccccc3)C(C)C)cc2c1	-11	.
N#C/C(=C\c1ccccc1[N+](=O)[O-])C(N)=O	6	.
CCSC1(CCC(=O)OC)C(C)=C(C)C(=O)N1Cc1ccccc1 (configuration not stated)	8	.
Cc1nc2ccccc2c(=O)n1N1C(=O)CCCC1=O	-5	.
C=C(C)c1cccc(C(C)(C)NC(=O)NCc2ccco2)c1	15	.
Cc1ccc(-n2nc3ccc(NC(=O)c4ccco4)cc3n2)cc1Cl	-2	.
Cc1c(Cl)c(C(F)(F)F)nn1CC(=O)N1CCSCC1	3	106
c1ccc(CSc2nnc(NC3=NCCCCC3)s2)cc1	7	99
Cc1c(C(=O)OC(C)CCN(C)C)oc2ccccc12 (configuration not stated)	-11	99
CC(C)(C)c1ccccc1OCC(=O)Nc1cccc(Cl)c1	6	.
NC(=O)CSc1oc(-c2cccs2)nc1S(=O)(=O)c1ccccc1	.	57
c1cn(CCCNC2=NCCCCC2)cn1	3	123
CCOC(=O)C(CO)(NC(C)=O)C(=O)OCC	2	117
Cc1cc(C)cc(NC(=O)c2ccccc2Cl)c1	-1	.
CC(=O)Nc1ccc(NC(=O)c2cc3cc([N+](=O)[O-])ccc3oc2=O)cc1	6	.
Cc1ccc(N2CC(C(=O)Nc3cccc(C)n3)CC2=O)cc1 (configuration not stated)	-2	.
Cc1ccc2[nH]c(=O)c(CN(Cc3nnnn3Cc3ccccc3)C3CCCC3)cc2c1	-8	.
CC(C)NC(=O)NC(=O)COc1cccc2c1OC(C)(C)C2	8	112
S=c1nc(C2CC2)[nH]c2ccccc12	4	59
CCCC(=O)NCCc1nc2ccccc2n1CCC	11	100
Cc1nn(-c2ccccc2)c(N2CCCCC2)c1/C=N/O	5&6	.
Cc1ccccc1C(=O)Nc1sc2c(c1C(=O)N1CCN(C)CC1)CCCC2	7	.
Cc1cc(NC(=O)CCCC(=O)O)nc(C)n1	2	106
O=C(c1ccc(CN2CCOCC2)cc1)N1CCC(Cc2ccccc2)CC1	8	.
CCOc1cc(/C=C2\C(=O)NC(=O)N(c3cc(C)cc(C)c3)C2=O)ccc1OCC(=O)O	-12	.
Cc1ccccc1-n1nc2c(c1NC(=O)COc1ccccc1)CSC2	.	113
O=C1CNC(=O)N1Cc1ccc(Br)cc1	6	109
CCCn1c(SCC(=O)Nc2nnc(C)s2)nnc1-c1ccoc1C	7	104
O=C1CC(c2ccc(Cl)cc2)CC2=C1C(c1cccc(F)c1)Nc1ccccc1N2 (configuration not stated)	.	102
O=C(c1cc(-c2ccccc2O)on1)N1CCc2ccccc2C1	1	74
COc1ccc(-c2nc3ccccc3c(C(=O)N3CCOCC3)c2C)cc1	5	.
